Source: PubChem
GAA spleen mod: inhibitors or activators of human alpha-glucosidase in spleen homogenate | AID 2112 | P10253 | Potency, µM (highest dose often 79.9 µM), for the others: at the highest dose activity change, negative = inhibition, hits mostly inhibitors | human spleen homogenate, 4-MU-alpha-glucoside fluorescence | 240,000 tested, 0.006% active;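 further: 0% = enzyme with vehicle and -100% = no enzyme basal signal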
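AC50 values come from Hill-equation fits of concentration-response data, normalized to no-enzyme and full-activity controls. Enzyme source: 1 ug human spleen homogenate; 1 mM fluorogenic 4-MU glucoside, pH 5.0 citrate buffer, 37 C, 40 min.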
GoLoco inh red: inhibitors of human Gai1-RGS12 GoLoco interaction (red fluorophore) | Potency, µM (highest dose often 61.6 µM), for inactives: at the highest dose activity, negative = inhibition, most hits filed as inhibitors | 230,000 tested, 0.44% active | AID 880 | Gai1:RGS12 GoLoco peptide FP, rhodamine, 10 min | P63096; active means well fitted inhibition curve with a large enough effect, not every such curve was filed as active; inactive means no such curve, though single readings can be large or run the other way; further: nearly all actives have a fitted effect of over 30% in size; many of its hits are not listed in these tables
TRb-SRC2 inh: TRbeta-SRC2 interaction inhibition. TRbeta-SRC2 peptide binding, fluorescence polarization; receptor liganded with 1 µM T3. Potency, µM (series often up to 106 µM), for inactives: at the top dose activity change, negative = inhibition, usual class: inhibitors. 280,000 tested, 0.065% active. AID 1469;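 further: plate controls were bound peptide for no effect and peptide without receptor for full effect; nearly all actives have a fitted effect of over 50% in size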
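Quantitative HTS by FP: 0.6 uM TRb LBD, 20 nM labeled SRC2 20-mer, 1 uM T3, 5% DMSO; 5 hr ambient incubation; % activity per concentration and potencies from concentration series.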
GAA glycogen mod: inhibitors or activators of human alpha-glucosidase glycogen cleavage; recombinant GAA, glycogen substrate, Amplex Red glucose oxidase fluorescence; Potency, µM (series often up to 76.4 µM), without a hit: top-dose activity change, negative = inhibition, hits mostly inhibitors; 300,000 tested, 0.38% active;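 further: 0% = full enzyme reaction and -100% = no-enzyme basal signal; the screen sought inhibitors and activators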
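Recombinant enzyme (4 nM final) with compounds titrated up to 77 uM and bovine liver glycogen (30 ug) in citrate pH 5.0, 0.01% Tween-20, 37 C 40 min. Released glucose detected by Amplex Red/glucose oxidase (Ex 573/Em 610); AC50 from Hill fits.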
GAA inhib: alpha-glucosidase (human) inhibition | Potency, µM (titrated, usually from 76.9 µM), for the others: at the top dose activity change, negative = inhibition, actives largely listed as inhibitors | 200,000 tested, 0.005% active | P10253 | AID 1466 | purified human GAA, 4-MU-alpha-glucoside fluorescence;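 further: plate controls were uninhibited enzyme wells for no effect and no-enzyme background for full effect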
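AC50 values come from Hill fits of compound titrations (up to 77 uM) against 4 nM human enzyme. Substrate 4-methylumbelliferyl-alpha-D-pyranoside at 400 uM, pH 5.0 citrate buffer, 20 min room temperature; fluorescence Ex 365/Em 440 after alkaline stop.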
L3MBTL1 inh: L3MBTL1 (human) inhibition. 230,000 tested, 0.66% active. Potency, µM (top dose mostly 57.1 µM), inactives show at the top dose activity, negative = inhibition, actives largely listed as inhibitors. AlphaScreen L3MBTL1–H3K9me1 peptide binding. Q9Y468; further: nearly all actives have a fitted effect of over 60% in size
Target sequence (Q9Y468 whole entry, looked up): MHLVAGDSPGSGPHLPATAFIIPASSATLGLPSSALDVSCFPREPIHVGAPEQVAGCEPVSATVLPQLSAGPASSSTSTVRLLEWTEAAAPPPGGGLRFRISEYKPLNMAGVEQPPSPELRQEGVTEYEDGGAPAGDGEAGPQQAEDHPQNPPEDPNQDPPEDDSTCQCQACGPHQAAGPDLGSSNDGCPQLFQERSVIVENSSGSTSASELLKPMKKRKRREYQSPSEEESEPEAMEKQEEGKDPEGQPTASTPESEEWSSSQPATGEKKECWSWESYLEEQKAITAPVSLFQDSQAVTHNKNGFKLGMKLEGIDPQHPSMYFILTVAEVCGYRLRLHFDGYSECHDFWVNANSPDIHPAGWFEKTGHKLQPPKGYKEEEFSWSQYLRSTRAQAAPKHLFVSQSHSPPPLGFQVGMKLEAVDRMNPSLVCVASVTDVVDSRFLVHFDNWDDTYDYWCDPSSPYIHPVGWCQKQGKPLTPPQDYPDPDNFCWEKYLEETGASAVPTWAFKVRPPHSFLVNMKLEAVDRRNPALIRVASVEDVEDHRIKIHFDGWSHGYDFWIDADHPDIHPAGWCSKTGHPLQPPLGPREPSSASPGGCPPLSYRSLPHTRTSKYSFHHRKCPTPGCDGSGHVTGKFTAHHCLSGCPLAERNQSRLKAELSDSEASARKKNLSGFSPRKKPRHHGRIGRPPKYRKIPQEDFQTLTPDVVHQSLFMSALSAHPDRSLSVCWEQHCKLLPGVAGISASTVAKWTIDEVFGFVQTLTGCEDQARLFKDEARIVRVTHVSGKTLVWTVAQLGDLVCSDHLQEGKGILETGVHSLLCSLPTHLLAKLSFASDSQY
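Read-out is AlphaScreen signal from streptavidin donor and nickel chelate acceptor beads (10 ug/mL final each) bridging L3MBTL1 (50 nM) and biotinylated K9-monomethylated H3(1-15) peptide (75 nM), after 30 min compound exposure at room temperature.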
TexasRed fluor: counter-screen for TRb-SRC2 inhibitors: fluorescence interference; TRb/SRC2 Texas Red total fluorescence interference; Potency, µM (titrated, usually from 106 µM), without a hit: top-dose fluorescence change, negative = quenching; 280,000 tested, 0.29% active; active means well fitted curve in either direction with a large enough effect; inconclusive means small, poorly fitted or top-dose-only effect
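Flags fluorescent or light-absorbing compounds by total fluorescence, S + 2P, at 555 nm excitation and 632 nm emission. Mixture: 20 nM Texas Red SRC2 peptide, 0.6 uM human TRb LBD, 1 uM T3, 5% DMSO; compound exposure 5 h at ambient temperature.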
RECQ1 helicase: inhibitors of human RECQ1 DNA helicase; P46063; AID 2549; RECQ1 DNA unwinding, red fluorescence kinetic read; Potency, µM (titrated, usually from 57.3 µM), for the others: top-dose activity, negative = inhibition, usual class: inhibitors; 240,000 tested, 0.54% active;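 further: plate controls were vehicle for no effect and no enzyme for full effect; nearly all actives have a fitted effect of over 30% in size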
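RECQ1T1 50 nM; forked duplex (20 bp + 30-nt ss tails) 200 nM, ATP 2 mM final; pH 8.0, 2 mM MgCl2, 2.5 ug/ml poly(dI-dC); 15 min compound preincubation; discontinuous kinetic read over 2 h at RT.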
Starred values were filed as active, the others as inactive; i = inactive; ? = inconclusive; / = no result given; & = joins results of further samples; [ ] = another dose, or the depositor's remark. Unless noted, the call rests on the fitted dose curve; in most records, active means well fitted curve in the direction sought with a large enough effect; inconclusive means small, poorly fitted or top-dose-only effect, or another doubt; inactive means no such curve, though single readings can be large; an effect the other way counts as inactive or inconclusive. Unless noted, on the % scale 0 is the no-effect control and ±100 the full control effect; potency means the concentration at half of the fitted maximal effect. The list is partial; count on the stated rates, not on these rows.

SMILES | GAA spleen mod | GoLoco inh red | TRb-SRC2 inh | GAA glycogen mod | GAA inhib | L3MBTL1 inh | TexasRed fluor | RECQ1 helicase
Cc1cccc2cc(C#N)c(NCCNC(=S)NCCCN3CCOCC3)nc12 | 6% | 59%[activator] | -3% | -12% | ? | -10% | -6% | -8%
COc1cc(OC)nc(Oc2ccc(NC(C)=O)cc2)n1 | -1% | 0% | 5% | -2% | -11% | / | 1% | i
CN(C)CCNC(=S)Nc1ccc(Cl)cc1 | -2% | -7% | -5% | 3% | 2% | -3% | -1% | -1%
O/N=C(\c1ccccn1)C1CC1c1ccccc1 (stereo not drawn) | / | 4% | 1% | 6% | -3% | -19% | -2% | -5%
CCCCC(=O)NNC(=S)NC(=O)c1cccc([N+](=O)[O-])c1 | -1% | -41% | -22% | ? | 3% | -8% | 0% | 21%
CC(C)(C)c1cn(-c2ccc(Cl)cc2)c(=S)[nH]1 | -2% | -8% | -17% | 5% | -7% | / | -1% | 7%
Cn1[nH]c(C(F)(F)F)c(C=Nc2ccc(Cl)cc2)c1=O | / | 15% | -1% | 5% | -8% | ? | -1% | 8%
Nc1c(Cl)ncnc1NCC(O)CO (stereo not drawn) | 2% | -5% | 0% | 6% | / | -2% | -2% | -5%
Cc1ccc(C)c(/C(O)=C2/C(=O)C(=O)N(CCN3CCOCC3)C2c2ccco2)c1 (stereo not drawn) | 0% | 68%[activator] | 6% | -10% | -10% | 25µM* | 5% | 0%
O=C(N/N=C/c1cc(Br)cc(Br)c1O)c1cccc(S(=O)(=O)N2CCOCC2)c1 | 6% | 2% | 5% | -14% | / | / | -5% | -4%
CN(C)C(=O)c1ccc(NC(=O)c2cccnc2)cc1 | -20% | -4% | -13% | -5% | 4% | / | 2% | 0%
O=C(N/N=C/c1ccc2c(c1)OCO2)c1ccc2c(c1)OCCO2 | 4% | 6% | 0% | 6% | -14% | -4% | -7% | -4%
CCOC(=O)N1CCN(c2c(NCCCN3CCCCCC3)c(=O)c2=O)CC1 | 2% | 5% | -12% | 17% | -1% | / | -1% | -6%
Cc1c(N2C(=O)c3ccccc3C2=O)c(=O)n(-c2ccccc2)n1C | -10% | 9% | -3% | -7% | 1% | 8% | -1% | -10%
COc1cc(O)c(C(CC(=O)N2CCN(c3ccccc3)CC2)c2ccc3c(c2)OCO3)c(OC)c1 (stereo not drawn) | 3%&5% | 8% | -4%&-4% | -9% | / | / | -1%&0% | -15%
CC1(c2ccc([N+](=O)[O-])c(CS(=O)(=O)c3ccccc3)c2)OCCO1 | 7% | 2% | 6% | 5% | 4% | -11% | 1% | -7%
COc1cc(OC)cc(-c2nnc(SCC(=O)Nc3ccc(C(=O)O)cc3)s2)c1 | -3% | 9% | 4% | -2% | 0% | ? | 0% | -11%
COc1ccc(-c2nc3ccccn3c2NCc2ccc3c(c2)OCO3)cc1 | -12% | 2% | -21% | 8.8µM* | -2% | -6% | -3% | -1%
CCOc1ccc2nc(N3CCCCCC3)sc2c1 | -3% | 4% | -3% | 0% | -3% | 8% | -2% | -3%
NC1(C(=O)O)C[C@@H](C(=O)O)[C@H](C(=O)O)C1 | 6%&1%&13% | 11%&3%&2% | 0%&-9%&-7% | / | / | / | -2%&0%&-3% | -13%&-6%
CC(=O)OCC1OC(C#CCC2CCCCC2)C=CC1OC(C)=O (stereo not drawn) | 0%[17.4 µM] | / | -3%[11.2 µM] | / | / | / | -1%[11.2 µM] | -16%[11.5 µM]
O=C(O)c1cc(-c2ccc(Cl)s2)[nH]n1 | 4% | 8% | -2% | 3% | / | / | -3% | -7%
N#CCCN1CCN(S(=O)(=O)c2ccc(S(=O)(=O)NC3CCCC3)cc2)CC1 | -4% | -2% | 9% | -6% | 3% | -14% | -1% | 8%
CCN1C(=O)C2C(c3ccc(O)c(OC)c3)NC(C)(C(=O)OC)C2C1=O (stereo not drawn) | -3% | 7% | 6% | -28% | -2% | 2% | 0% | -14%
COc1cc(C(=O)OCC(=O)Nc2cc(C)on2)cc(OC)c1OC | -9% | 3% | 1% | 16% | -1% | -2% | 1% | -9%
Fc1ccc(CN2CCN(C(=S)NCCc3ccccc3)CC2)c(Cl)c1 | -24% | -2% | 0% | -13% | 5% | 5% | 1% | i
COc1ccccc1OCC(O)CNCc1ccc2c(c1)OCO2 (stereo not drawn) | -3% | 1% | 6% | 5% | / | 1% | -3% | -9%
CCCCN(c1ccccc1)S(=O)(=O)c1cccc2cccnc12 | -1% | 2% | 1% | -19% | / | / | 0% | -2%
Cc1ccc(S(=O)(=O)NCc2ccc3[nH]c(C)cc3c2)cc1 | -3% | -1% | -1% | -4% | -2% | / | 0% | i
Cc1ccc(NC(=O)c2ccc(CSc3ccccn3)cc2)c(O)c1 | -2% | 18% | 0% | ? | -4% | -4% | 4% | -10%
CCOc1ccc(-c2nnc(-c3ccco3)o2)cc1OCC | 3% | 3% | -5% | 1% | 2% | 0% | 1% | i
CC(C)N(CCNC(=O)c1cn(C)c2ccc(S(=O)(=O)N(C)C)cc2c1=O)Cc1ccccc1 | -5% | 0% | 6% | 16% | -14% | / | -1% | -2%
CCOc1cc(C(=O)Nc2cc(C)ccn2)cc(OCC)c1OCC | 3% | 9% | 2% | 5% | -11% | 7% | 0% | i
COc1ccc(C(=O)/C=C/c2cc(C(=O)O)cc3c2OCOC3)c(O)c1 | 7% | 9% | 1% | 7% | -1%[15.4 µM] | / | 0% | i
CC(=O)c1cccc(N(C(=O)CS(=O)CC(=O)Nc2ccc(F)cc2)C(C(=O)NC2CCCCC2)c2ccc(C)o2)c1 (stereo not drawn) | 5% | 5% | 0% | -3% | -5% | 2% | 2% | -9%
COC(=O)c1cn(NC(=O)Cc2cccc(C(F)(F)F)c2)c(=O)c2ccccc12 | -1% | -1% | -4% | 0% | 3% | 13% | 1% | -5%
CC(=O)Nc1ccc(S(=O)(=O)NCC(CCC(=O)O)C(F)(F)F)cc1 (stereo not drawn) | / | -1% | 4% | -2% | -5% | 4% | 1% | -17%
CN(C(=O)COC(=O)c1sc2ccccc2c1Cl)C1CCCCC1 | 1% | 7% | -1% | 5% | -6% | 16% | 0% | -18%
O=c1n(Cc2ccccc2)c2cc(Cl)cnc2n1Cc1ccccc1 | 6% | 25% | -4% | -12% | 0% | 34%[activator] | 0% | i
Cc1cnc(C(=O)OCC(=O)c2cc(C)n(C)c2C)cn1 | 3% | 2% | -2% | -12% | 9% | -4% | 1% | -1%
O=C(C1CC(Cl)CN1S(=O)(=O)c1ccc(Cl)cc1)N1CCOCC1 (stereo not drawn) | 8% | 3% | 0% | 1% | ? | -1% | -5% | -4%
CCN(CC)S(=O)(=O)c1ccc(N=Nc2c(N)[nH]c(=O)[nH]c2=O)cc1 | 2% | 15% | -7% | 6% | / | -6% | -5% | -6%
C/C(CC1(O)C(=O)N(Cc2ccccc2)c2ccccc21)=N\O (stereo not drawn) | -2% | 2% | 7% | -2% | 5% | / | 1% | -3%
CC(CNC(=O)c1ccc(N)cc1)NC(=O)c1ccc(N)cc1 (stereo not drawn) | -3% | -14% | 7% | 2% | 1% | / | -2% | 0%
O=C(CN1CCN(c2ncccn2)CC1)Nc1ccccc1-n1cccc1 | -1% | -8% | 4% | 4% | -8% | -7% | -5% | i
COc1ccc(-c2ccc(OC)c([C@H]3[C@@H]4C=CCC[C@@]4(C)C(=O)N3Cc3ccccc3)c2)cc1OC | -3% | 10% | 4% | -9% | / | / | -4% | i
Nn1c(Nc2ccc(Cl)cc2)nncc1=O | -6% | 0% | -2% | -2% | -5% | / | 0% | -1%
COc1cc(/C=N/NC(=O)/C(=C\c2ccc3c(c2)OCO3)NC(=O)c2ccccc2)ccc1O | -8% | -7% | -4% | -25% | -15% | -4% | ? | -14%
COc1ccc(C(=O)N2CCN(C3CCN(Cc4ccccc4)CC3)CC2)cc1OC | 7% | -1% | -2% | 4% | 3% | / | 1% | i
CCN(CC)S(=O)(=O)c1ccc(Cl)nc1 | -1% | 9% | 2% | -17% | -9% | / | -3% | i
Next records.
SMILES | GAA spleen mod | GoLoco inh red | TRb-SRC2 inh | GAA glycogen mod | GAA inhib | L3MBTL1 inh | TexasRed fluor | RECQ1 helicase
COc1ccc(NC(=O)C2CCCN2C(=O)Oc2ccccc2)cc1 (stereo not drawn) | -1% | 4% | 7% | -1% | 7% | 2% | -1% | 19%
COc1ccc(-c2cn[nH]c2C)cc1 | -2% | 4% | -7% | -1% | / | 0% | -5% | 0%
COc1ccc2c(c1)SC1=NCCS(=O)(=O)N12 | 0% | 3% | -2% | 5% | 0% | 4% | 0% | 1%
CN(C)S(=O)(=O)c1ccc(C(=O)N2CCN=C2SCc2ccccc2)cc1 | -15% | 6% | -9% | -3% | -9% | / | 1% | 1%
O=c1cc[nH]c2ccc(Cl)cc12 | 8% | 4% | -2% | 3% | 3% | 9% | 0% | -10%
COC(=O)c1ccccc1NC(=O)N1CCN(c2ccc(OC)cc2)CC1 | -1% | -5% | 1% | 8% | ? | ? | -2% | i
CCCCOc1ccc(C(=O)NCC2(c3ccc(OC)cc3)CCOCC2)cc1 | -7% | -14% | 1% | 9% | -10% | -4% | -2% | -8%
CCOC(=O)c1cnn(CCOC(=O)c2ccccc2F)c1NC(=O)c1ccccc1F | 3% | 7% | -2% | 11% | -13% | 5% | 4% | 0%
